Bioassay records deposited in PubChem by several laboratories.
Yp Topo-I inh – Yersinia pestis topoisomerase I inhibitors, primary screen, biochemical, cleavage product accumulation, plate reader, single point | DNA topoisomerase I (Yersinia pestis CO92) | Y. pestis Topo-I cleavage product accumulation | hit rate 0.064% among 360,000 | activity, % at 10 µM; in the data active means activity above about 50%, passing the limit was not always enough; further: inactives centre near 2
PriA SSB inh – inhibitors of Klebsiella pneumoniae PriA binding to SSB C-terminal tail, primary screen, biochemical, AlphaScreen. PriA–SSB C-terminal tail interaction (Klebsiella pneumoniae). AlphaScreen SSBct-PriA binding, biotinylated peptide. inhibition, % at 33 µM. hit rate 0.6% among 430,000. AID 1272365, 2023; in the data active means inhibition mostly above about 37%, no sharp cut-off; inactive means mostly below about 20%;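 further: plate controls were negative control peptide for no effect and reference peptide for full effect; strong numbers were not always called active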
DUSP3 inh – VHR1 phosphatase inhibitors, primary screen, biochemical, absorbance, uHTS | Dual specificity protein phosphatase 3 (Homo sapiens), P51452 | recombinant VHR phosphatase, pNPP absorbance | inhibition, % at 13.3 µM | hit rate 0.52% among 290,000 | AID 1654, 2009; in the data active means inhibition above about 50%; further: some compounds called inactive have numbers as strong as hits
Target sequence (P51452 whole entry, looked up): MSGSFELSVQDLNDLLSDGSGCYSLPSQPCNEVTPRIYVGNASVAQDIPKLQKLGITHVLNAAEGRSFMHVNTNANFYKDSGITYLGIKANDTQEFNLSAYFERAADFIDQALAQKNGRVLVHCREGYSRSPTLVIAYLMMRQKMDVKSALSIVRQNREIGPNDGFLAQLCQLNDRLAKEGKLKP
3CLpro inhibitor – SARS-CoV 3CLpro protease inhibitors, primary screen, biochemical, quenched FRET; Replicase polyprotein 1ab (Severe acute respiratory syndrome coronavirus), P0C6X7; recombinant SARS-CoV 3CLpro, quenched FRET peptide cleavage; inhibition, % at 6 µM; hit rate 0.14% among 290,000; AID 1706, 2009; in the data active means inhibition above about 12%
MazEF act – activators of E. coli MazEF toxin-antitoxin RNase, primary screen, biochemical, fluorescence, uHTS. Endoribonuclease toxin MazF (Escherichia coli (strain K12)), P0AE70. FAM/BHQ RNA-DNA oligo cleavage fluorescence, 5 h. activation, % at 20 µM. hit rate 0.32% among 350,000. AID 504720, 2011; in the data active means activation above about 50%
Target sequence (P0AE70 whole entry, looked up): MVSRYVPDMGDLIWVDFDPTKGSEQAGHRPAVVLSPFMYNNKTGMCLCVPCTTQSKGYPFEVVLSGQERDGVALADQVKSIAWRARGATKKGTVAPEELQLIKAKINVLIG
CCHF vOTU inh – CCHFV vOTU protease inhibitors, primary screen, biochemical, Pep-AMC substrate, fluorescence; hit rate 0.55% among 370,000; AID 651958, 2012; inhibition, % at 11.5 µM; Crimean-Congo hemorrhagic fever virus L polyprotein viral ovarian tumor (vOTU) protease …; in the data active means inhibition above about 30%; further: 0% = vehicle wells with enzyme and 100% = no enzyme wells
BH1578 lux ind – inducers of Vibrio cholerae quorum light production without autoinducers, primary screen, BH1578 luxS cqsA deficient, single point. V. cholerae BH1578 lux reporter, luminescence, 6 h. activation, % at 18.7 µM. hit rate 0.16% among 350,000; in the data active means activation mostly above about 9.7%, no sharp cut-off; further: not every result past the cut was called active; inactives centre near 0; reference of the scale not given here
Rv3671c protease – Rv3671c serine protease inhibitors, primary screen, biochemical, fluorescence polarization, M. tuberculosis H37Rv. P9WHR9. inhibition, % at 5.96 µM. hit rate 0.048% among 320,000. AID 2606, 2010; in the data active means inhibition above about 38%;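 further: extracellular domain of Rv3671c used as enzyme; 0% = enzyme with DMSO and 100% = no enzyme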
Target sequence (P9WHR9 whole entry, looked up, the tested form may be a part): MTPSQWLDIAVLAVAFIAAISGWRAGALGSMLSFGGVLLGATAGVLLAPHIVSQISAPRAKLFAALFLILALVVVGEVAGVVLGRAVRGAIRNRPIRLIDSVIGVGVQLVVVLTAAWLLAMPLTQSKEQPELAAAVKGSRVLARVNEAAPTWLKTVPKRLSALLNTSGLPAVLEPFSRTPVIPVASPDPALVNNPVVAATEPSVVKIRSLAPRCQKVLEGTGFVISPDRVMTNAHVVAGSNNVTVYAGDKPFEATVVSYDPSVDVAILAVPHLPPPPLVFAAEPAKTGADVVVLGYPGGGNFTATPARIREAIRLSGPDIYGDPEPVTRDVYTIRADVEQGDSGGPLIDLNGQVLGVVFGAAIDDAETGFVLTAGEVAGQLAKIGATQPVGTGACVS
TcdB GH inh – TcdB glycohydrolase inhibitors, primary screen, biochemical, single point, plate reader; Toxin B (Clostridioides difficile), P18177; TcdB glycohydrolase enzymatic assay; inhibition, % at 9.99 µM; hit rate 0.24% among 350,000; AID 652162, 2013; in the data active means inhibition above about 10%
PrPC surface inh – inhibitors of human cell surface prion protein PrPC, primary screen, cell-based, TR-FRET | Major prion protein (Homo sapiens), P04156 | TR-FRET read-out | inhibition, % at 13.8 µM | hit rate 0.43% among 370,000 | AID 720596, 2013; in the data active means inhibition above about 24%; further: 0% = median of the test wells and 100% = reference compound wells
* hit, by the source's call; i = inactive; nt = no result given; & = joins results of further samples.

entry	SMILES	Yp Topo-I inh	PriA SSB inh	DUSP3 inh	3CLpro inhibitor	MazEF act	CCHF vOTU inh	BH1578 lux ind	Rv3671c protease	TcdB GH inh	PrPC surface inh
1	Cc1cc(C)c(N2C(=NC(=O)CCCC(=O)O)SC3CS(=O)(=O)CC32)c(C)c1 (configuration not stated)	-7	-6	-4	-7	8	9	i	0	nt	-5
2	CCCCCc1nc2c(c(=O)c3ccccc3n2C)c(=O)n1C1CCCCCC1	38	-15	0	0	-7	-12	i	-14	2.9	0
3	O=C(CCNC(=O)c1ccccc1Cl)NCc1ccncc1	7	-13	nt	nt	2	-8	i	3	1.7	-8
4	COC(=O)C1=CO[C@@H](C)[C@@H]2CN3CC[C@@]4(C(=O)Nc5ccccc54)[C@@H]3C[C@H]12	9	-18	9	-3	7	-4	i	3	0.7	5
5	N=C1c2ccccc2CN1NC(=O)c1cccc(S(=O)(=O)N2CCCCC2)c1	-6	-6	11	-2	-2	-5	-0.4	0	0.1	-4
6	CC(=O)c1sc2nc(-c3cccs3)ccc2c1N	-11	-9	-14	1	5	-5	-0.2	-28	nt	-12
7	C/C(=N\NC(=O)C(C)Sc1ccccc1)c1ccc([N+](=O)[O-])cc1 (configuration not stated)	1	nt	15	-6	-19	2	i	-3	-0.1	-16
8	O=C(CCN1C(=O)/C(=C/c2ccccc2F)SC1=S)NC1C=CS(=O)(=O)C1 (configuration not stated)	-5	4	-8	-3	3	5	-0.4	-10	0.2	-6
9	Cc1ccc(NC(=O)c2ccc3c(c2)OCCO3)cc1	5	-19	27	-3	-4	3	i	3	nt	5
10	CCOC(=O)C1C(=O)NC(c2ccccc2)=NC1c1ccc(F)cc1 (configuration not stated)	-2	-4	33	0	3	8	i	-3	nt	0
11	COc1ccccc1NC(=O)CN1CCN(CC(=O)Nc2ccccc2Cl)CC1	-4	-4	28	-1	-4	-11	i	-3	0.3	2
12	Cc1ccc(Nc2nc(CSc3nnnn3-c3ccccc3)cc(=O)[nH]2)cc1	-1	3	15	0	-1	5	-1.6	-54	nt	-1
13	CCN(C(=O)COC(=O)CCCc1nc2ccccc2s1)c1c(N)n(Cc2ccccc2)c(=O)[nH]c1=O	23	1	nt	nt	-4	-7	-1.8	nt	0.4	2
14	CCN(CC)c1nc2ccccc2n2cnnc12	-13	-15	-7	1	-10	13	-12	0	nt	1
15	O=C(NC1CCCCCCC1)NC1CCCCC1	1	-9	36	-4	1	7	-0.3	-1	nt	0
16	Cc1cc(C)cc(OCc2ccc(C(=O)O)o2)c1	-6	-20	-5	-8	2	4	i	-9	nt	3
17	Cc1cc(C)nc(SC2CCCCC2NS(=O)(=O)c2ccc(Cl)cc2)n1 (configuration not stated)	14	4	2	2	0	15	-0.2	4	nt	-2
18	O=C1C(=O)N(CC2CCCO2)C(c2ccccc2[N+](=O)[O-])/C1=C(/O)c1ccccc1 (configuration not stated)	6	nt	9	-1	-16	4	-1.4	-14	2.3	-7
19	Cc1nccn1-c1c2c(c(C#N)c3nc4ccccc4n13)CCC2	nt	7	16	nt	2	nt	nt	1	nt	nt
20	O=C(CSc1nnnn1-c1ccccc1)Nc1ncc(Cc2cccc(Cl)c2Cl)s1	3	-3	5	6	-36	5	-0.1	-7	-0.8	8
21	COc1ccc(C2/C(=C(/O)c3ccccc3)C(=O)C(=O)N2c2ccccn2)cc1OC (configuration not stated)	-8	nt	14	-3	3	-7	i	0	-1.0	-6
22	COc1ccc(N(CN2C(=O)c3ccccc3C2=O)C(=O)C(C)C)cc1	-4	-1	8	-3	3	4	-0.7	-6	1.1	4
23	O=C(CN(Cc1ccccc1)C(=O)CCC(=O)Nc1ccccn1)NCc1ccc(F)cc1	7	-4	27	0	12	27	i	-1	-1.5	4
24	CN(C)c1ccc(NC(=S)c2ccc3ccccc3n2)cc1	-15	32	7	2	0	12	i	18	2.0	2
25	CCOC(=O)N1CCC(NC(=O)C2CCN(Cc3nc(-c4ccc(CC)cc4)oc3C)CC2)CC1	5	-3	nt	nt	2	4	-3.1	nt	2.1	-13
26	C=CCNC(=O)C1=NN(c2c(F)c(F)cc(F)c2F)C(=O)CC1	-4	-3	24	-1	10	-4	i	-2	0.9	4
27	O=C(COC(=O)CNC(=O)C1CCCCC1)Nc1ccc(F)c([N+](=O)[O-])c1	4	-1	nt	nt	-4	11	i	3	2.2	-12
28	C#Cc1ccc(C(=O)Nc2cc(C(N)=O)ccc2N2CCOCC2)cc1	-6	-1	3	-1	2	13	1.0	-1	nt	3
29	C/C(=N\NC(=O)C(=O)Nc1c(C)n(C)n(-c2ccccc2)c1=O)c1ccncc1	8	nt	2	-1	-3	-2	-0.6	-6	-1.3	0
30	COc1ccc(Nc2c3c(nc4ccccc24)CCCC3)cc1OC	8	38	25	0	6	0	-0.3	-3	1.1	-13

Profiles, quoted from the list:
Results for COc1ccccc1NC(=O)CN1CCN(CC(=O)Nc2ccccc2Cl)CC1 = Yp Topo-I inh = -4; PriA SSB inh = -4; DUSP3 inh = 28; 3CLpro inhibitor = -1; MazEF act = -4; CCHF vOTU inh = -11; BH1578 lux ind = i; Rv3671c protease = -3; TcdB GH inh = 0.3; PrPC surface inh = 2
Results for CCOC(=O)C1C(=O)NC(c2ccccc2)=NC1c1ccc(F)cc1 (configuration not stated) = Yp Topo-I inh = -2; PriA SSB inh = -4; DUSP3 inh = 33; 3CLpro inhibitor = 0; MazEF act = 3; CCHF vOTU inh = 8; BH1578 lux ind = i; Rv3671c protease = -3; TcdB GH inh = nt; PrPC surface inh = 0

Next section.
entry	SMILES	Yp Topo-I inh	PriA SSB inh	DUSP3 inh	3CLpro inhibitor	MazEF act	CCHF vOTU inh	BH1578 lux ind	Rv3671c protease	TcdB GH inh	PrPC surface inh
31	CCN(CC(=O)Nc1c(F)cccc1F)C(=O)CCC(=O)c1ccc(F)cc1	-7	-6	nt	nt	-1	-10	-0.3	-1	-0.9	-3
32	CCc1nc2ccccc2c(C(=O)OCC(=O)NCc2ccc3c(c2)OCO3)c1C	21	-2	2	-2	1	-4	-0.4	8	0.4	1
33	COc1ccccc1C(=O)CC(=O)C(=O)Nc1cccc([N+](=O)[O-])c1C	4	-6	-14	11	2	-3	i	8	0.9	4
34	O=C(O)CCCCCNC(=O)C(=O)C1C(=O)Nc2ccccc21 (configuration not stated)	-4	-3	1	5	3	13	-0.3	-6	0.4	-3
35	O=C(NCc1ccccc1)C(c1ccco1)N(C(=O)c1csnn1)c1ccccc1F (configuration not stated)	8	10	26	-5	3	2	-0.2	2	2.5	8
36	COc1ccc(C(=O)N2CCC(C(=O)N3CCN(Cc4ccccc4)CC3)CC2)cc1	10	-12	24	1	5	2	nt	-4	1.3	3
37	CSc1ccccc1OCc1cc(C(=O)NCC(C)(C)N2CCOCC2)no1	4	5	47	1	2	-4	-1.7	-13	-0.4	-8
38	COc1ccc(O)cc1	3	-2	nt	nt	3	-1	-0.6	6	0.1	0
39	c1ccc(-n2ncc3c(NC4CCCCCC4)ncnc32)cc1	3	-2&-4	26	nt	3	-4	-0.2	-11	1.7	6
40	Cc1ccc(SCCC(=O)Nc2c(C)n(C)n(-c3ccccc3)c2=O)cc1	6	2	0	5	-3	-5	-3.2	-6	nt	-5
41	COc1cc(/C=C2/C(=O)NN(c3ccc(C)c(Cl)c3)C2=O)cc([N+](=O)[O-])c1O	-11	-5	9	8	-2	24	-0.3	nt	-0.8	-4
42	CCNC(=O)COc1cccc2ccccc12	8	-9	19	0	4	1	i	-2	nt	1
43	Cc1ccc(Cl)cc1NS(=O)(=O)c1ccc2oc(=O)ccc2c1	8	0	26	1	-8	7	i	-2	0.8	8
44	S=C(NCC1CCCO1)N1CCN(c2ccccc2)CC1 (configuration not stated)	4	-22	6	1	4	5	0.9	1	0.4	1
45	Cc1ccc(N2CC(C(=O)OCC(=O)Nc3ccccc3F)CC2=O)cc1 (configuration not stated)	17	-7	10	0	-4	3	-0.3	5	0.6	1
46	CCN(CC)C(=O)OCc1c(-c2ccccc2)ncc2ccccc12	3	-14	nt	nt	-3	1	0.3	1	1.0	-5
47	COc1cc(NC(=O)CCc2nnc3ccc(N4CCCC4)nn23)cc(OC)c1OC	2	8	-22	-5	7	14	0.2	7	0.4	-8
48	COc1ccccc1N1CCN(C(=O)C(C)N(c2ccccc2)S(C)(=O)=O)CC1 (configuration not stated)	4	9	-2	-4	4	-5	2.9	-3	nt	-8
49	COCCn1ccc2c(OCC(=O)NCc3ccccc3)cccc2c1=O	9	0	nt	nt	6	-1	i	9	1.1	12
50	COc1ccc(CNCc2cc(OC)ccc2OC)cc1	6	-13	28	-1	9	21	-0.2	7	-2.1	2
51	COc1cc(C(=O)N2CCN(C/C=C/c3ccccc3)CC2)cc(OC)c1OC	28	1	31	3	8	-17	i	4	nt	-4
52	O=C(CSc1nc2ccccc2nc1N1CCCC1)Nc1ccc(F)cc1	7	-5	2	3	-1	5	-1.2	-4	0.6	6
53	CSCCC(NS(=O)(=O)c1ccc(Cl)cc1)C(=O)OCC(=O)NC1CCCCC1 (configuration not stated)	21	-8	12	-4	-3	17	i	-3	nt	-6
54	CCOC(=O)c1nnn(-c2ccc([N+](=O)[O-])cc2[N+](=O)[O-])c1C	3	-12	9	1	10	8	-1.4	4	2.8	-26
55	CCNC(=S)N(CCc1c(C)[nH]c2ccc(Cl)cc12)Cc1ccco1	-5	5	2	3	-17	11	-0.9	-5	1.4	0
56	CC(C)(C)OC(=O)CNC(=O)c1[nH]cnc1C(=O)NC(c1ccccc1)c1ccccc1	38	7	20	13*	3	12	0.2	-15	0.7	4
57	CCc1nc2c(OCC3CCCCC3)cccn2c1N(C=O)Cc1ccc(OC)cc1	18	nt	nt	nt	nt	10	-0.6	nt	0.7	8
58	COC(=O)Cn1c(CCS(=O)(=O)c2ccc(Cl)cc2)nc2ccccc21	11	-9	23	-3	-3	6	6.1	1	nt	3
59	O=C(c1cc2c(s1)-c1ccccc1OC2)N1CCC2(CC1)OCCO2	19	-26	4	4	1	-263	-1.0	-7	nt	-17
60	C[C@H](O)[C@@H]1CN2CCc3c([nH]c4ccc(-c5ccc6c(c5)OCO6)cc34)[C@@H]2C[C@@H]1N(C)C(=O)Nc1cc(Cl)cc(Cl)c1	2	nt	nt	nt	-23	15	-0.4	nt	-0.6	7
61	Cc1ccc(C(=O)/C=C/c2cn(CN3CCN(C)CC3)c3ccccc23)cc1	5	1	15	-2	6	-4	-1.8	3	nt	-5
62	Cc1cc(C)nc(N2CCC(C(=O)NNC(=O)Cc3ccccc3)CC2)n1	10	-13	9	-4	0	4	0.6	2	1.6	10
63	COc1ccc(-c2cc(Nc3ccccc3NC(=O)C(F)(F)F)n(CCC#N)n2)cc1	-1	-7	3	5	3	0	0.1	-1	1.6	5
64	COc1ccc(CCNC(=O)c2ccc(N3CCCC3=O)cc2)cc1OC	2	-1	17	9	-1	1	-0.2	-15	-1.6	6
65	CCOc1cc(S(=O)(=O)n2cnc(C)c2)ccc1Cl	-5	-11	14	-2	2	-11	-1.8	-4	-0.4	4
66	O=C(O)CCC(=O)Nc1ccc(-c2csc(Nc3cccc4ccccc34)n2)cc1	12	11	nt	nt	-2	-17	i	-11	1.2	-3
67	CC1CCCCC12NC(=O)N(CC(=O)OCc1ccc(Br)cc1)C2=O (configuration not stated)	23	-12	nt	nt	-2	1	-5.7	1	-1.7	2
68	COCCN(C(=O)COC(=O)COc1ccc(Cl)c(C)c1)c1c(N)n(Cc2ccccc2)c(=O)[nH]c1=O	28	6	19	2	-2	-7	-0.6	2	0.7	3

An excerpt; the hit share may differ from the screen's.
